# Screening data as filed in PubChem BioAssay.
# TRPC6 inh: inhibitors of mouse TRPC6 channel; Q61143; HEK293-TRPC6, membrane potential dye, ACh-evoked depolarization; stronger effect = lower value; B-score at 10 µM; 310,000 tested, 1.1% active;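 active = B-score under library mean minus 3 SD, initial fluorescence not abnormally high, positive integrated signal ratio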;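 note: B-score derived from integrated fluorescence ratio over the kinetic read; more negative B-score means stronger inhibition of depolarization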
# MrgX1 PAM: allosterically activates human MrgX1 receptor signaling. Q96LB2. MrgX1-HEK293, Fluo-4 calcium flux, FDSS; stronger effect = higher value. B-score at 10 µM. 310,000 tested, 0.63% active. AID 588675;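 active = plate-corrected calcium response at least 3 library SD above typical, normal starting fluorescence, not activating the receptor alone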;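 note: compound read alongside a low EC10 to EC30 dose of BAM8-22 agonist; peak minus trough fluorescence over baseline measured at the second addition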
# Target sequence (Q96LB2 whole entry, looked up): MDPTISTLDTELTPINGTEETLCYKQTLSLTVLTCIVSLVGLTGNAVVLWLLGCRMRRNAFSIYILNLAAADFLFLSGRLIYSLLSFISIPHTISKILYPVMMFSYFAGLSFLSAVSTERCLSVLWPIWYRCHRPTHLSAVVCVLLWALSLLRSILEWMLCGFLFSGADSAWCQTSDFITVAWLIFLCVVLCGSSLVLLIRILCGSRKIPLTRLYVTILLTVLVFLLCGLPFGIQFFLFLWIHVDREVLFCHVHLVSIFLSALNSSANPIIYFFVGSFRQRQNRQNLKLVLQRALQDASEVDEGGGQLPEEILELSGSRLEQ
# MrgX1 ag: agonists of human MrgX1 receptor; MrgX1-HEK293 cells, Fluo-4 calcium fluorescence, agonist mode; stronger effect = higher value; B-score at 10 µM; 310,000 tested, 0.44% active;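 active = calcium response B-score plate-corrected fluorescence ratio at least 3 library SD, with starting fluorescence B-score inside 5 SD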
#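 System – MrgX1-expressing HEK293 cells · Incubation – cells plated overnight, dye loaded 0.5 h 37 °C, 0.5 h room temperature · Technique – kinetic Fluo-4 NW fluorescence of intracellular calcium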
# TRPC6 activator: activates the mouse TRPC6 cation channel; Q61143; HEK293-TRPC6 membrane potential dye fluorescence; stronger effect = higher value; B-score at 10 µM; 310,000 tested, 0.13% active; AID 2550;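 active = B-score of the integrated fluorescence ratio above library mean plus 3 SD, and starting fluorescence ratio within library mean plus 5 SD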;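 note: higher score means more depolarization so channel activation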
# TRPC4 potent: allosteric potentiators of mouse TRPC4 channel; Q9QUQ5; HEK293 TRPC4beta/mu-opioid, DAMGO EC20, Fluo-4 Ca2+ flux; stronger effect = higher value; B-score at 10 µM; 310,000 tested, 0.42% active; AID 2227;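 active = B-score of calcium response area above 5 SD of library B-scores, with initial fluorescence ratio within 5 SD of library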;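 note: B-score of integrated fluorescence ratio over time as area under calcium response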
# ANO1 activ: mouse TMEM16A channel activation, primary screen | Q8BHY3 | HEK293 TMEM16A/YFP-H148Q/I152L, iodide quench fluorescence; stronger effect = lower value | B-score at 10 µM | 340,000 tested, 0.3% active | AID 623877;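 active = fluorescence-ratio B-score plate-corrected deviation score at least 3 library SD below zero, with starting fluorescence score within 5 deviations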;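 note: channel opened by trigger with iodide after compound preincubation; score built on the fluorescence ratio of max minus min over baseline; more negative score means more quench and so TMEM16A activation or potentiation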
# MrgX1 antagonist: blocks BAM8-22 activation of human MrgX1 receptor. Q96LB2. MRGX1-HEK293 calcium flux, Fluo-4, BAM8-22 antagonism; stronger effect = lower value. B-score at 10 µM. 310,000 tested, 1.3% active;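 active = calcium-response B-score plate-corrected more than 3 library SD below zero, starting fluorescence within 5 deviations, no agonist response on first addition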;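 note: peak minus trough fluorescence over baseline after final BAM8-22 challenge near maximal dose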
# TRPC4 inh: TRPC4 (mouse) channel inhibition | HEK293 TRPC4beta/mu-opioid, DAMGO-evoked Fluo4 calcium flux; stronger effect = lower value | B-score at 10 µM | 300,000 tested, 0.39% active | Q9QUQ5 | AID 2247;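 active = B-score over 3 SD under the library average, no early fluorescence shift, positive overall ratio signal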
#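 material = TRPC4beta/mu-opioid receptor HEK293 cell line | probe or stimulus = sequential submaximal and maximal DAMGO stimulation | compound dosing = one concentration per compound | measured by = Fluo4 Ca2+ flux fluorescence | evaluation = integrated fluorescence ratio relative to baseline, converted to per-well B score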
# TRPC4 agonist: activators of mouse TRPC4 channel | HEK293 TRPC4beta/mu-opioid, Fluo4 calcium fluorescence; stronger effect = higher value | Q9QUQ5 | AID 2237 | 310,000 tested, 0.49% active | B-score at 10 µM;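 active = B-score above 5 SD of library B-scores, and initial fluorescence ratio not above library mean plus 5 SD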;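 note: positive B-score marks a calcium rise read as TRPC4 activation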
#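 Technique: kinetic Fluo4 calcium fluorescence; Test system: TRPC4beta and mu-opioid receptor HEK293 stable cells; Measure: B-scored integrated calcium fluorescence ratio; Benchmarks: low control buffer alone, high control maximal DAMGO; Schedule: 45 min room-temperature Fluo4 loading, 110 s read.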
# SKKanGAS inh: blocks kanamycin growth of S. pyogenes SKKanGAS strain; inhibition, % at 7.5 µM; BacTiter-Glo, 6 h; 300,000 tested, 1.3% active; AID 1662;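 active = mean replicate score, as percent of positive control median, at least 50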;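 note: strain carries kanamycin resistance gene driven by streptokinase promoter and grows in 40 µg/ml kanamycin; loss of luminescence reflects streptokinase promoter inhibition or plain growth inhibition; 0% = median of DMSO wells and 100% = positive control at its reference dose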
# TMEM16A inh: mouse TMEM16A channel inhibition, primary screen; Q8BHY3; HEK293 TMEM16A/YFP iodide influx fluorescence, ionomycin; normalized B-score (activity score, 25-100; higher = stronger inhibition) at 10 µM; 310,000 tested, 1.2% active; AID 588511;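 active = ratio plate-corrected score three or more library SD toward inhibition, starting fluorescence score within five deviations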;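 note: score derived from kinetic fluorescence span divided by baseline fluorescence per well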
# Starred values were filed as active, the others as inactive; i = inactive; · = no result given. The order is random, and some 6.7% of all compounds hit somewhere here.
smiles	TRPC6 inh	MrgX1 PAM	MrgX1 ag	TRPC6 activator	TRPC4 potent	ANO1 activ	MrgX1 antagonist	TRPC4 inh	TRPC4 agonist	SKKanGAS inh	TMEM16A inh
O=C(/C=C/c1ccc2c(c1)OCO2)c1ccccn1	i	i	i	i	i	i	i	i	i	8.3	i
COc1ccc(CCn2c(O)c(C=Nc3cccc(F)c3)c(=O)[nH]c2=O)cc1OC	i	i	i	i	i	i	i	i	i	-18.3	i
CC(Sc1nn(-c2ccc(F)cc2)c(=S)s1)C(=O)c1c(N)n(C)c(=O)n(C)c1=O (configuration not stated)	i	i	i	i	i	i	i	i	i	19.9	i
COC(=O)[C@H](CCSC)NC(=O)Nc1cccc(C)c1C	i	i	i	i	i	i	i	i	i	4.2	i
COc1ccc(C(CNC(=O)CN2C(=O)NC3(CCCC3)C2=O)N(C)C)cc1 (configuration not stated)	i	i	i	i	i	i	i	i	134*	-2.8	i
Cc1c(NC2=CC(=O)CC(C)(C)C2)c(=O)n(-c2ccccc2)n1C	i	i	i	i	i	i	i	i	i	-0.9	i
COc1ccc(-c2nc3ncccn3c2Nc2ccccc2)cc1	i	i	i	i	i	i	i	i	i	5.7	i
Cc1onc(-c2c(F)cccc2Cl)c1C(=O)N1CCc2ccccc2C1	i	i	i	i	i	i	i	i	i	3.2	i
Cc1ccc(C)n1CCN1CCN(S(=O)(=O)c2ccc(F)cc2F)CC1	i	i	i	i	i	i	i	i	i	-1.1	i
O=C(N/N=C/c1cccnc1)c1cc(-c2ccccc2OCc2ccccc2)n[nH]1	i	i	i	i	i	i	i	i	i	2.4	i
O=C(NCc1ccc2c(c1)OCO2)C1CCCN(S(=O)(=O)c2cccc3nonc23)C1 (configuration not stated)	·	i	i	·	·	i	i	·	·	7.5	i
CCc1ccc(CN2C(=O)c3ccccc3C2C(=O)NCC2CCCO2)cc1 (configuration not stated)	i	i	i	i	i	i	i	i	i	-4.1	i
CNC(=S)c1cc(C(C)(C)C)c(O)c(C(C)(C)C)c1	i	i	i	i	i	i	i	i	i	-3.7	i
Cc1c(C(=O)N(C)c2ccc(Cl)cc2)cnn1-c1ccccc1	i	i	i	i	i	i	i	i	i	1.3	i
O=C(NCCCN1CCOCC1)c1cc(Cl)ccc1[N+](=O)[O-]	i	i	i	i	i	i	i	i	i	0.4	i
COc1ccc(/C=C/C(=O)NC(=S)NNC(=O)[C@H]2C[C@@H]2c2ccccc2)cc1OC	i	i	i	i	i	i	i	i	i	63.2*	i
COc1cccc(OCCCOc2ccccc2C(C)C)c1	i	i	i	i	i	i	-6.89*	i	i	-0.2	i
CCn1cc(S(=O)(=O)CC(=O)Nc2cc(C)ccc2C)c2ccccc21	i	i	i	i	i	i	i	i	i	-6.5	i
CC1(C)CC(=O)c2cc(C(=O)NNc3ccccc3)c(=O)n(-c3ccccc3)c2C1	i	i	i	i	i	i	i	i	i	1.6	i
CC(C)(C)c1nnc(N/N=C/c2ccc(O)cc2)n(N)c1=O	i	i	i	i	i	i	i	i	i	5.1	i
CCCCCc1ccc(-c2nnc(N)s2)cc1	i	i	i	i	i	i	i	i	i	-0.9	i
CN(C)c1nc(N2CCN(c3ccccc3)CC2)c(C#N)c(=O)o1	i	i	i	i	i	i	i	i	i	-7.7	i
O=C(NCC1CCCCC1)c1ccco1	i	i	i	i	i	i	i	i	i	6.2	i
CCCCC1CCC(c2ccc(C(N)=O)cc2)CC1 (configuration not stated)	i	i	i	i	i	i	i	i	i	7.6	i
COc1ccc(CNC(=O)c2ccc3c(c2)NC(=O)C(C)S3)cc1 (configuration not stated)	i	i	i	i	i	i	i	i	i	-3.2	i
COc1ccc(C)cc1NC(=O)CSc1nnc(-c2cc(C)[nH]n2)n1N	i	i	i	i	i	i	i	i	i	-0.2	i
O=C(O)CCc1ccc(-c2ccccc2)n1-c1cccc(O)c1	i	i	i	i	i	i	i	i	i	5.1	i
COc1cc(NC(=O)C2CCN(S(=O)(=O)c3ccc(Cl)cc3)CC2)ccc1-n1cnnn1	i	i	i	i	i	i	i	i	i	1.8	i
COc1ccc(C(=O)N2CC3(CC(c4cccc(NC(=O)CC(c5ccccc5)c5ccccc5)c4)=NO3)C[C@H]2C(N)=O)cc1 (some centres not stated)	i	i	i	i	i	i	i	i	i	31.4	i
COc1ccccc1Nc1cc(N2CCOCC2)c2nonc2c1[N+](=O)[O-]	i	i	i	i	i	i	i	i	i	0.1	i
COc1cc(OC)cc(C(=O)Nc2ccccc2C(=O)NCc2cccnc2)c1	i	i	i	i	i	i	i	i	i	1.5	i
COC(=O)CN(c1nc(C)c(Br)c(OC)n1)S(=O)(=O)c1ccc(C)cc1	i	i	i	i	i	i	i	i	i	25.4	i
Cn1c(C(=O)Nc2ccc3c(c2)OCO3)cc2sccc21	i	i	i	i	i	i	i	i	i	-1.9	i
N#C/C(=C\c1cn(CC(=O)N2CCCCC2)c2ccccc12)C(=O)NCc1ccc2c(c1)OCO2	i	i	i	i	i	i	i	i	i	10.1	i
O=C(Nc1cccc(S(=O)(=O)Nc2ccccc2Cl)c1)c1ccc(N2CCCC2)c([N+](=O)[O-])c1	i	i	i	i	i	i	i	i	i	17.3	i
Cc1nn(C)c2c(=O)c(=O)c2n(C)[nH]1	i	i	i	i	i	i	i	i	i	-3.6	i
Cc1cc(=O)oc2cc(OCC(=O)N3c4ccccc4CC3C)ccc12 (configuration not stated)	i	i	i	i	i	i	i	i	i	-5.3	i
CC(C)COC(=O)n1c(SCC(=O)N(C)C)nc2ccccc21	i	i	i	i	i	i	i	i	i	-4.1	i
COc1ccc(C(C(=O)NC(C)C)N(C(=O)CCC(=O)Nc2nccs2)c2ccccc2F)cc1 (configuration not stated)	i	i	i	i	i	i	i	i	i	-3.0	i
O=C(COc1ccc(Cl)cc1)Nc1cccc(-c2ccc(N3CCOCC3)nn2)c1	i	i	i	i	i	i	i	i	i	43.2	i
CCOc1cc(CNCCN(C)C)c(Cl)cc1OCC(=O)NCCc1ccccc1	i	i	i	i	i	i	i	i	i	8.9	i
C[C@@H](C(=O)Nc1ccc2ccccc2c1)[C@@H]1C[C@@]1(C)[C@@H](NC(=O)c1ccccc1)c1ccccc1	i	i	i	i	i	i	i	i	i	16.3	i
O=C(CO)C(O)C(O)C(O)CO (configuration not stated)	·	i	i	·	·	i	i	·	·	·	i
S=C(NCC1CCCO1)N1CCN(c2nc(-c3ccccc3)cs2)CC1 (configuration not stated)	i	i	i	i	i	i	i	i	i	-8.7	25*
Cc1ccc(NC(=O)c2ccc(CSc3nnc(-c4ccncc4)n3C)cc2)c(C)c1	i	i	i	i	i	i	i	i	i	6.1	i
Cc1cccc(NC(=S)N(CCCN2CCOCC2)Cc2ccccn2)c1	i	i	i	i	i	i	i	i	i	-1.2	i
O=C(NNC(=O)c1sccc1-n1cccc1)c1ccccc1	i	i	i	i	i	i	i	i	i	-1.8	i
Cn1c(CC(=O)Nc2ccccc2F)nnc1SCC(=O)NC1CCCCC1	i	i	i	i	i	i	i	i	i	13.0	i
CCc1c(C)sc(NC(=O)c2cc(-c3ccc(O)cc3)on2)c1C#N	i	i	i	i	i	i	i	i	i	0.5	i
Cc1cc(SCC(=O)NCC(c2cccs2)N2CCOCC2)c(C)cc1Br (configuration not stated)	i	i	i	i	i	i	i	i	i	-5.2	i
Cc1ccc(S(=O)(=O)NCCC(=O)NCc2ccccn2)cc1	i	i	i	i	i	i	i	i	i	-2.9	i
CC(=O)NC1(C(F)(F)F)NC(=O)N(CC(C)C)C1=O (configuration not stated)	i	i	i	i	i	i	i	i	i	-3.6	i
CCOc1ncccc1C(=O)OCC(=O)Nc1ccc(C)c(S(=O)(=O)N2CCOCC2)c1	i	i	i	i	i	i	i	i	i	-0.5	i
CCOC(=O)CSc1nnc(Cn2nnc3ccccc32)n1-c1ccc(F)cc1	i	i	i	i	i	i	i	i	i	1.5	i
Cc1ccc(/C=C(\C#N)C(=O)Nc2ccccn2)o1	i	i	i	i	i	i	i	i	i	-3.6	i
N=c1ccn(Cc2cccc(F)c2)cc1	i	i	i	i	i	i	i	i	i	3.9	i

# New compounds follow.
smiles	TRPC6 inh	MrgX1 PAM	MrgX1 ag	TRPC6 activator	TRPC4 potent	ANO1 activ	MrgX1 antagonist	TRPC4 inh	TRPC4 agonist	SKKanGAS inh	TMEM16A inh
CC(C(=O)Nc1ccccc1)N(C)CCOc1ccccc1 (configuration not stated)	i	i	i	i	i	i	i	i	i	-1.8	i
COc1cc(NC(=S)N2CCCC(CO)C2)cc(OC)c1 (configuration not stated)	i	i	i	i	i	i	i	i	i	37.1	i
COC(=O)COc1ccc(-n2cnnn2)cc1	i	i	i	i	i	i	i	i	i	7.0	i
Cc1cc(C)c2cc(CN(CCO)C(=O)Nc3ccc(F)cc3)c(=O)[nH]c2c1	i	i	i	i	i	i	i	i	i	1.2	i
Cc1ccc(OCC(O)CN2CCOCC2)c(C)c1 (configuration not stated)	i	i	i	i	i	i	i	i	i	-0.2	i
Cc1occc1C(=O)Nc1cccc(C(F)(F)F)c1	i	i	i	i	i	i	i	i	i	7.0	i
COc1ccc(C2N(c3cc(Cl)ccc3OC)C(=O)C3CCCN32)cc1OC (configuration not stated)	i	i	i	i	i	i	i	i	i	-3.2	i
O=C(Nc1cccnc1Cl)c1cccc(S(=O)(=O)N2CCOCC2)c1	i	·	·	i	i	i	·	i	i	-3.0	·
COC(=O)c1[nH]c(C)c(/C(O)=C2\C(=O)C(=O)N(CCN(C)C)C2c2ccccc2OC)c1C (configuration not stated)	i	i	i	i	i	i	i	i	i	-0.3	i
CC(=O)c1ccc(NC(=O)C2CCCN(c3ncnc4c3nc3n4CCCCC3)C2)cc1 (configuration not stated)	i	i	i	i	i	i	i	i	i	5.3	i
